Screening data deposited in PubChem by several laboratories.
bCat nuc transl: alters nuclear translocation of beta-catenin in HeLa cells; immunofluorescence imaging; nuclear translocation activity, % at 5 µM; 0.3% of 190,000 active; AID 1665;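 active means nuclear translocation activity above 50% at 5 µM, with a well cell count of 50 or more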;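 further: per-cell ratio of nuclear to cytoplasmic median beta-catenin stain intensity; plate controls were DMSO negative control for no effect and GSK-3 inhibitor IX positive control for full effect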
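assay system = human HeLa cells, endogenous beta-catenin | times = compound treatment 24 h, 37°C, 5% CO2 | detection = Anti-beta-catenin immunofluorescence on PFA-fixed, Triton-permeabilized cells, DAPI nuclei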
K1F lysis inhibition: inhibition of K1F phage lysis, E. coli UTI89, bacterial capsule biogenesis inhibitors, alamar blue (AID 488966); E. coli UTI89 K1F phage lysis, alamar blue, 2 h; higher % means a stronger effect; inhibition, % at 100 µM, or IC50 in µM where a hit was titrated; 0.02% of 340,000 active;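 active means phage lysis inhibition, versus mean bacterial control, above a set limit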;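 further: capsule biogenesis inhibitors block K1F phage lysis so surviving cells raise fluorescence; higher fluorescence means more inhibition of phage lysis; actives were called in the ten point dose series up to 300 µM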
M17LAP inhibition: P. falciparum M17LAP inhibitors, primary screen, biochemical, fluorogenic H-Leu-NHMec substrate, 1536-well (AID 1619); recombinant M17LAP, H-Leu-NHMec fluorogenic kinetic assay; higher % means a stronger effect; 0.38% of 220,000 active; inhibition, % at 30 µM; hits with a dose series show IC50 in µM;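 active means compound inhibiting the enzyme by more than half at any dose during confirmatory dose-response retesting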;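 further: plate controls were full reaction with DMSO carrier for no effect and no enzyme background for full effect; strong numbers were not always called active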
M1AAP inhibition: P. falciparum M1AAP inhibitors, biochemical, fluorogenic H-Leu-NHMec substrate, 1536-well (AID 1445) | 0.42% of 220,000 active | inhibition, % at 30 µM; hits with a dose series show IC50 in µM | recombinant M1AAP, H-Leu-NHMec fluorogenic kinetic assay; higher % means a stronger effect;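 active means primary inhibition above the hit cutoff, then over 50% inhibition at one or more dose response concentrations, cut at about 23% in these data, passing the limit was not always enough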;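 further: plate controls were DMSO full reaction for no effect and no enzyme background for full effect; strong numbers were not always called active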
MT stabilizer: stabilizes microtubules in HeLa cells. HeLa tubulin immunostaining HCS, 24 h; share of cells brighter than vehicle mean+2SD. AID 2205. 0.83% of 200,000 active. % tubulin-high responders, % at 10 µM;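 active means plate Z-score above 3 for both tubulin-high and condensed-nucleus cell shares, with cell loss under 80%, at 10 µM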;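 further: anti alpha tubulin signal scored within the nucleus-defined area of each cell; some results filed as inactive read as strong as hits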
ER stress rescue: rescue of cells from ER stress-induced death, primary screen, 384-well, CSM14.1, thapsigargin, ATP luminescence (AID 1222). cellular ATP content (survival), % at 20 µM, or EC50 in µM where a hit was titrated. CSM14.1 thapsigargin-induced death rescue, ATP luminescence; higher % means a stronger effect. 190,000 tested, under 10 active;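 active means EC50 below 50 µM in the dose-response confirmation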;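 further: death triggered by thapsigargin at about 15 µM added after 2 h compound pretreatment; cell ATP read after overnight thapsigargin exposure of roughly 18 to 22 hours; normalized against plate controls of thapsigargin alone and 5% DMSO vehicle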
Autophagy mod: modulators of autophagy. calls only at 10 µM (by protocol). MEF GFP-LC3 puncta imaging; test concentration mostly 10 µM. 0.98% of 190,000 active. AID 463193;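 active means percentage of spot-positive cells more than 3 SD above its plate mean, without a fluorescence outlier flag or 80% toxicity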;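 further: spot-positive cell cutoff set from DMSO-treated cells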
Dynein transport: dynein cargo transport inhibition; AID 1381; 3617.4 mouse cells, GR-EGFP nuclear translocation imaging; test concentration mostly 20 µM; stimulated with dexamethasone, 1 µM; stronger effect = lower value; 0.47% of 220,000 active; z-score, hits read low;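 active means plate z-score of nuclear minus cytoplasmic receptor signal below a set negative limit, without overly bright fluorescence or cell loss, cut at about -3.5 in these data, passing the limit was not always enough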;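 further: z-score of nuclear minus cytoplasmic ring GR-EGFP intensity difference per well; some compounds called inactive have numbers as strong as hits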
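Buffer or medium: Induction medium lacking tetracycline, stripped serum | Also added: Dexamethasone agonist, 1.0 µM final, for 30 min | Timing: 48 h induction, 1 h compound, 30 min dex at 37 °C | Detection: Formaldehyde fixation, Hoechst nuclear stain, 10x automated fluorescence imaging | Measure: Nuclear versus cytoplasmic GR-EGFP signal, averaged per well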
Ins promoter up: MIN6 insulin promoter up-regulation | MIN6 insulin promoter-GFP reporter, high-content imaging; stronger effect = higher value | z-score at 5 µM | 0.3% of 190,000 active;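 active means z-score above 3 at 5 µM with at least 500 cells counted in the well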
Dynein transport cytoplasmic EGFP: further read-out of Dynein transport, marked with its call; z-score; measured here: cytoplasmic GR-EGFP intensity; stronger effect = higher value
Dynein transport nuclear GR-EGFP: also measured in Dynein transport; calls as there; z-score; measured here: nuclear GR-EGFP intensity;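 lower value marks the stronger effect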
Dynein transport cell count: recorded beside Dynein transport, whose call it bears; z-score; measured here: cell count per field
Ins promoter up cell count: further read-out of Ins promoter up, marked with its call; cell count; measured here: cytotoxicity, nuclei count;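 total cells summed across four imaged fields per well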
bCat nuc transl cell count 5 µM: second read-out of bCat nuc transl, no call of its own (marks repeat the call); cell count; measured here: cell count, cytotoxicity flag
MT stabilizer Hoechst-high %: also measured in MT stabilizer; calls as there; % Hoechst-high responders; measured here: nuclear condensation Hoechst responders;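 share of cells brighter than vehicle mean plus two SD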
MT stabilizer cytotoxicity %: also measured in MT stabilizer; calls as there; toxicity, %; measured here: cytotoxicity by cell density;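 0% = mean cell density of plate MIN control wells and 100% = no cells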
Autophagy mod cell loss 18 h: also measured in Autophagy mod; calls as there; toxicity, %; measured here: cell loss, nuclei count;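 cell loss after 18 h compound exposure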
Numbers without * were called inactive; i = inactive; . = no result given; [ ] = dose if it differs, or a comment.

SMILES	bCat nuc transl	bCat nuc transl cell count 5 µM	K1F lysis inhibition	M17LAP inhibition	M1AAP inhibition	MT stabilizer	MT stabilizer Hoechst-high %	MT stabilizer cytotoxicity %	ER stress rescue	Autophagy mod	Autophagy mod cell loss 18 h	Dynein transport	Dynein transport cytoplasmic EGFP	Dynein transport nuclear GR-EGFP	Dynein transport cell count	Ins promoter up	Ins promoter up cell count
COc1cc(NC(=O)c2ccco2)c(OC)cc1NC(=O)Nc1ccc(Cl)cc1	-6.7	990	1.1%	9%	7%	4.1	4.8	3.6	0.1%	i	14	1.3	-0.036	1.1	-0.57	-1.2	948
O=C(OCC(=O)N1CCOCC1)c1ccc2[nH]c3c(c2c1)CCCC3	-0.8	1342	0.2%	7%	3%	.	.	.	.	.	.	-0.034	-0.81	-0.34	-0.18	-0.26	1025
O=C(COC(=O)c1ccccn1)Nc1nc(-c2cccc([N+](=O)[O-])c2)cs1	0.0	1313	0.2%	5%	5%	.	.	.	.	.	.	-0.86	-0.2	-0.066	1.4	0.23	1100
CC(C)=Cc1oc2ccc([N+](=O)[O-])cc2c1N1CC(C)OC(C)C1 (stereo unspecified)	0.1	1118	-0.7%	-5%	-1%	4.0	3.1	6.5	-1.7%	i	-3	-0.54	-0.28	-0.34	1	0.31	1219
Cc1oc(-c2ccccc2Cl)nc1CN1CCCCC1c1cccnc1 (stereo unspecified)	0.9	1018	-0.2%	-2%	9%	.	.	.	2.8%	i	-12	-0.92	-0.2	-0.16	1.1	0.25	1451
C/C=C/c1ccc(OCC(=O)OCC(=O)NC2CC2)c(OC)c1	-2.3	1099	0.1%	2%	1%	14	30	25	-1.4%	i	-3	0.23	-0.21	0.4	0.05	0.97	1144
Nc1nc(Nc2ccccc2)nc(NCc2ccco2)c1[N+](=O)[O-]	1.7	464	0.0%	2%	10%	5.4	5.2	7.1	-1.1%	i	-3	-0.36	-0.032	-0.39	0.96	-0.43	1091
CCCCn1c(SCC(=O)N2c3ccccc3CCc3ccccc32)nc2c1c(=O)n(C)c(=O)n2C	-2.7	1156	2.6%	7%	12%	4.1	4.4	2.8	-0.6%	i	2	0.56	-0.25	0.2	-0.051	-0.3	1157
CC(=O)Nc1ccc(S(=O)(=O)NCC2CCC(C(=O)NC(C)c3ccccc3)CC2)cc1 (stereo unspecified)	-3.7	1157	-0.1%	-8%	2%	3.2	1.6	3.7	0.3%	i	-9	-1.2	-0.17	-0.79	3	-0.27	1607
CCOC(=O)N1CCN(C(=O)c2ccc3nc4ccsc4c(=O)n3c2)CC1	-0.6	1085	0.6%	-43%	19%	2.3	1.5	7.7	-2.6%	i	-10	-1.5	-0.052	-0.6	0.64	0.83	1885
O=C(c1cccc([N+](=O)[O-])c1)c1ccccn1	0.4	1287	0.6%[50 µM]	-6%	-5%	.	.	.	.	.	.	-0.14	-0.2	-0.24	0.81	0.27	1182
N=c1n(Cc2ccccc2)c2ccccc2n1CC(O)c1ccco1 (stereo unspecified)	1.6	1176	0.6%	-1%	1%	3.5	2.0	0.6	-1.8%	i	-1	-0.64	-0.19	-0.0048	1.3	-0.6	968
Nc1c(C(=O)O)ccc2c1C(=O)c1ccccc1C2=O	-3.7	1070	-2.7%	-5%	5%	3.3	3.8	3.7	-0.9%	i	4	0.074	-0.33	0.56	0.61	0.11	1179
CC(C)NC(=O)NC(=O)COC(=O)Cc1c(F)cccc1Cl	0.5	1061	-0.2%	-6%	5%	2.2	2.2	0.6	-3.5%	i	10	0.12	-0.18	-0.002	0.76	-1.4	1265
Cc1cc(=O)oc2cc(OCC(=O)OCC(=O)Nc3ccc(C(N)=O)cc3)ccc12	0.6	1321	0.2%	2%	2%	.	.	.	.	.	.	2.3	0.16	2.3	-3.2	0.18	1131
Cc1onc(-c2c(F)cccc2Cl)c1C(=O)Nc1sc2c(c1C#N)CCC(C(C)(C)C)C2 (stereo unspecified)	3.1	939	-0.2%	0%	4%	2.6	2.2	0.5	-1.1%	i	-4	-0.38	0.065	-0.63	0.63	.	.
O=C(NN1CCOCC1)c1cccc2ccccc12	-1.0	1117	1.7%[50 µM]	-4%	1%	4.2	3.3	6.7	0.0%	i	6	0.59	-0.1	0.46	-0.78	0.02	1523
c1ccc(COc2ccc(CNCc3cccnc3)cc2)cc1	2.3	1562	0.8%	0%	-2%	3.2	0.7	4.0	-0.5%	i	12	3.4	-0.16	1.9	-1.6	.	.
Cc1cccc(C)c1NC(=S)NCc1ccncc1	0.6	947	-0.1%	1%	-1%	.	.	.	.	.	.	-0.98	-0.26	-0.51	1.4	0.36	1361
NC(=O)C1CCN(CCC(=O)Nc2cccc(Cl)c2)CC1	-5.0	979	7.8%	0%	6%	3.7	2.2	12	.	i	-48	-0.62	-0.13	0.41	0.081	0.27	1262
COc1ccc(CN2CCN(C(=O)c3cc(-c4cccnc4)nc4ccc(Cl)cc34)CC2)c(OC)c1OC	-0.6	1590	-0.2%	14%	21%	6.0	3.0	4.9	-2.8%	i	-6	-0.2	-0.22	0.49	0.01	-0.32	1400
CNc1nc(C)c(C(C)=O)cc1C#N	-2.8	1200	0.3%	0%	1%	2.6	1.6	8.8	4.0%	i	-3	-1.5	3.9	0.18	0.1	0.09	943
CC(=O)c1cc2ccc(O)cc2oc1=O	0.8	1241	0.2%	i	15%	.	.	.	.	.	.	0.24	-0.24	0.51	-0.0057	-0.19	1094
CN(Cc1ccc(OC(F)F)cc1)C(=O)c1ccc2nccnc2c1	-5.9	989	0.3%	7%	-3%	2.7	2.3	7.2	1.7%	i	7	-0.022	-0.26	-0.22	0.22	-0.13	1132
O=C(Cc1ccccc1)NCCn1ccc2ccccc21	-0.4	1146	0.4%	-2%	-5%	2.3	2.1	7.4	-0.7%	i	-3	-1.2	-0.19	-0.55	0.67	0.26	1890

Filtered by structure, the compounds so far with a cyano group
SMILES	bCat nuc transl	bCat nuc transl cell count 5 µM	K1F lysis inhibition	M17LAP inhibition	M1AAP inhibition	MT stabilizer	MT stabilizer Hoechst-high %	MT stabilizer cytotoxicity %	ER stress rescue	Autophagy mod	Autophagy mod cell loss 18 h	Dynein transport	Dynein transport cytoplasmic EGFP	Dynein transport nuclear GR-EGFP	Dynein transport cell count	Ins promoter up	Ins promoter up cell count
Cc1onc(-c2c(F)cccc2Cl)c1C(=O)Nc1sc2c(c1C#N)CCC(C(C)(C)C)C2 (stereo unspecified)	3.1	939	-0.2%	0%	4%	2.6	2.2	0.5	-1.1%	i	-4	-0.38	0.065	-0.63	0.63	.	.
CNc1nc(C)c(C(C)=O)cc1C#N	-2.8	1200	0.3%	0%	1%	2.6	1.6	8.8	4.0%	i	-3	-1.5	3.9	0.18	0.1	0.09	943

Later entries:
SMILES	bCat nuc transl	bCat nuc transl cell count 5 µM	K1F lysis inhibition	M17LAP inhibition	M1AAP inhibition	MT stabilizer	MT stabilizer Hoechst-high %	MT stabilizer cytotoxicity %	ER stress rescue	Autophagy mod	Autophagy mod cell loss 18 h	Dynein transport	Dynein transport cytoplasmic EGFP	Dynein transport nuclear GR-EGFP	Dynein transport cell count	Ins promoter up	Ins promoter up cell count
O=C1CCCc2c1[nH]c1ccc(Br)cc21	0.1	820	0.1%	5%	7%	13	5.5	17	1.2%	i	3	1.4	-0.02	0.89	-0.76	1.6	1075
COc1ccc(NC(=O)c2c(-c3ccccc3)noc2C)c(OC)c1	-0.6	1177	1.2%	19%	1%	1.1	1.3	6.8	-0.8%	i	3	-0.067	0.45	0.36	-1.2	-0.81	973
CCc1cc(=S)n2c([nH]c3ccccc32)c1C#N	2.5	850	0.3%	-5%	2%	3.2	2.3	2.2	-0.9%	i	3	-0.78	-0.38	-0.5	1.2	0.3	1062
O=C1OC(c2cccc([N+](=O)[O-])c2)C2(CCCC2)C(=O)C12CCCCC2 (stereo unspecified)	-0.8	1113	1.1%	-6%	-4%	1.9	1.3	9.5	-0.8%	i	20	0.091	0.43	0.38	-0.72	0.1	1468
O=[N+]([O-])c1ccccc1OCCOc1ccccc1[N+](=O)[O-]	-1.1	1348	0.0%	1%	4%	.	.	.	.	.	.	-0.28	-0.25	-0.35	0.79	1.1	1309
Cn1cc(Cl)c(C(=O)Nc2cccc(Cl)c2Cl)n1	3.3	684	0.1%	4%	1%	3.6	2.0	0.5	0.7%	i	-3	0.81	-0.25	0.27	-1	1.4	1793
CCSc1nnc(NC(=O)CSc2nnc(-c3c[nH]c4ccccc34)n2C)s1	.	.	-0.3%	13%	21%	5.3	3.2	4.3	0.4%	i	10	-0.68	-0.16	-0.23	0.54	1	770
CC(C)N1CCC(N2CCN(C/C=C/c3ccc(F)cc3)CC2CCO)CC1 (stereo unspecified)	2.9	1049	-0.1%	-1%	0%	3.7	2.1	3.7	-1.0%	i	20	-0.35	-0.24	-0.024	0.25	0.51	1386
CCOC(=O)C1CCN(C(=O)c2cc(C)n(C(C)(C)C)n2)CC1	-0.5	1453	1.9%	4%	0%	.	.	.	.	.	.	0.29	-0.27	1.1	-0.068	0	1080
CC1Cc2ccccc2N1S(=O)(=O)c1cccc2nsnc12 (stereo unspecified)	-1.7	1125	7.7%	0%	0%	6.3	3.0	6.5	3.3%	i	-2	0.56	-0.22	0.26	-0.99	-0.85	1285
